From PubChem BioAssay
Rab7 wt GTP bind = alters GTP binding to wildtype dog Rab7; GST-Rab7 beads, fluorescent GTP binding, flow cytometry; actives lie on both sides; untreated = 100%, excess cold GTP = 0%; GTP binding activity (percent of control), % at 10 µM; 0.055% of 190,000 active;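 active = fluorescent GTP binding to Rab7 beads changed by at least 20 points from the 100% baseline, either direction, mostly lower; inconclusive = compound itself probably fluorescent, or too few beads counted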;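 note: median green fluorescence of bound Bodipy-FL-GTP per Rab7 bead population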
Rac1 wt GTP bind = alters GTP binding to wildtype human Rac1. P63000. GST-Rac1 beads, fluorescent GTP binding, flow cytometry; actives lie on both sides; 0 = cold GTP competed, 100 = untreated. GTP binding activity (% of control), % at 10 µM. 0.27% of 190,000 active. AID 757;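 active = GTP binding activity at least 20 points away from the 100% control level, either lower or higher; inconclusive = compound flagged as likely green fluorescent, judged across all proteins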
Cdc42 wt GTP = human Cdc42 wildtype GTP binding change, either direction. GST-Cdc42 beads, Bodipy-GTP binding, flow cytometry; actives lie on both sides. percent activity (GTP binding), % at 10 µM. 0.2% of 190,000 active. AID 761;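 active = percent activity GTP binding at least 20 points away from the 100% baseline, either down as inhibitor or up as activator; inconclusive = compound flagged as likely green fluorescent from well-wide comparison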;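 note: median bead fluorescence of bound Bodipy-FL-GTP at 100 nM; 0% = excess unlabeled GTP control and 100% = no compound control; below 100% means less GTP binding so inhibitor and above means activator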
Target sequence (P60953 whole entry, looked up): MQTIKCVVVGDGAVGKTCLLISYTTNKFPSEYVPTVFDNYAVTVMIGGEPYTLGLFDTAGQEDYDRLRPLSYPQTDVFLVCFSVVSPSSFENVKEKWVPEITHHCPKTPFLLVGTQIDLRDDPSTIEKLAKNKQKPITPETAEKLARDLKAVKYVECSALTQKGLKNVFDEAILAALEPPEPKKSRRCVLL
Rab2 wt GTP = changes GTP binding to wildtype dog Rab2A, up or down; GTP binding activity, % at 10 µM; 0.19% of 190,000 active; P61105; GST-Rab2 wt beads, Bodipy-GTP binding, flow cytometry;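 active = GTP binding activity at least 20 points away from 100%, either lowered or raised; inconclusive = signal likely due to the compound's own green fluorescence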;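 note: 0% = beads with excess unlabeled GTP and 100% = no-compound control corrected for plate trend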
Rac1 mut GTP = human Rac1 activated mutant GTP binding change. percent activity (GTP binding), % at 10 µM. P63000. 0.11% of 190,000 active. GST-Rac1 activated beads, fluorescent GTP binding, flow cytometry; actives lie on both sides; 100% means binding = to untreated wells. AID 764;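 active = GTP binding at least 20 percentage points away from the 100% baseline, in either direction, so actives lie on both sides; inconclusive = Compound likely fluorescent itself, or too few beads counted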
Mcl1 Bid PPI = disrupts binding of human Mcl-1 to Bid peptide; Q07820; TR-FRET Mcl-1/Bid-Dy647 peptide binding, 1536-well; inhibition, % at 21.7 µM; 0.97% of 220,000 active;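 active = compounds that cut the binding signal by more than half at the single screening dose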;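 note: His-tagged Mcl-1 with europium anti-His antibody binding Bid BH3 peptide; 0% = Mcl-1 plus peptide wells and 100% = peptide-only wells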
Target sequence (Q07820 whole entry, looked up): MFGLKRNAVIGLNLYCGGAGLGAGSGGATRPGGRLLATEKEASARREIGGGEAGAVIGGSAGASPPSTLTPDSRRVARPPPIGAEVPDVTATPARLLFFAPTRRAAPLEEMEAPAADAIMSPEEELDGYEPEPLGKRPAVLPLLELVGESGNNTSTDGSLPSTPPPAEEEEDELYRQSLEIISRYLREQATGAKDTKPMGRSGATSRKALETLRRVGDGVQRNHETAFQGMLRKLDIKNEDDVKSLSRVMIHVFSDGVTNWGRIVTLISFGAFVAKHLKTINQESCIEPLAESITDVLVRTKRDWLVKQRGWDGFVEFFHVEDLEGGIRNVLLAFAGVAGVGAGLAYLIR
Pf gamet viab = P. falciparum stage V gametocyte viability inhibition. P. falciparum stage V gametocytes, ATP luminescence, 24 h. inhibition, % at 10.9 µM. 0.065% of 150,000 active;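 active = inhibition above the mean plus 3 SD of compounds within the control limits, set per campaign, cut at about 38% in these data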;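 note: 0% = DMSO wells and 100% = medium only without gametocytes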
Mcl1 Noxa PPI = Mcl-1/Noxa interaction inhibition | Q07820 | 1.5% of 220,000 active | inhibition, % at 21.7 µM | TR-FRET Mcl-1/Noxa peptide binding, 2 h;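 active = compounds that cut the protein-peptide binding signal by more than 50% relative to plate controls in a single-dose test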;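 note: His-tagged Mcl-1 with rhodamine Noxa BH3 peptide and terbium anti-His antibody; 0% = Mcl-1 plus Noxa peptide wells and 100% = peptide-only wells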
Avidin bead fluor = avidin bead compound fluorescence profile. 0.38% of 220,000 active. fluorescence (KMESF) at 10 µM. Avidin beads, compound fluorescence 488/530 nm, flow cytometry; hits give high values; in the data active = fluorescence above about 47; note: inactives centre near 10
HRas wt GTP bind = human HRas wildtype GTP binding, change in either direction. GST-Ras wt beads, Bodipy-FL-GTP binding, flow cytometry; actives lie on both sides. GTP binding activity, % at 10 µM. 0.14% of 190,000 active. AID 759;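 active = GTP binding activity at least 20% away from the 100% baseline, either lowered as inhibitor or raised as activator; inconclusive = flagged as likely green fluorescent, judged across all proteins in the well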;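 note: 0% = unlabeled GTP competition control and 100% = no-compound control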
Target sequence (P01112 whole entry, looked up): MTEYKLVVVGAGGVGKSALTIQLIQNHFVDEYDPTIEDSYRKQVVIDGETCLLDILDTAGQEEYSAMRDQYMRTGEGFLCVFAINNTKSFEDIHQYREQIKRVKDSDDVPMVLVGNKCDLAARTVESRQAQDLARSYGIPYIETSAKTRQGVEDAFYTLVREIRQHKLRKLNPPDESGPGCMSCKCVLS
GSH bead fluor = GSH bead compound fluorescence profile; fluorescence (KMESF) at 10 µM; GSH beads flow cytometry, compound fluorescence 488/530 nm; hits give high values; 0.25% of 190,000 active; in the data active = fluorescence above about 89;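 note: glutathione beads carrying GST-tagged Bcl family fusion proteins plus one bare bead set; values are compound well signal with DMSO vehicle wells as background; inactives centre near 16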
Active calls of the source: *; u = inconclusive; x = not tested or not shown.

SMILES | Rab7 wt GTP bind | Rac1 wt GTP bind | Cdc42 wt GTP | Rab2 wt GTP | Rac1 mut GTP | Mcl1 Bid PPI | Pf gamet viab | Mcl1 Noxa PPI | Avidin bead fluor | HRas wt GTP bind | GSH bead fluor
CCOc1ccc(CN2CCN(Cc3nc4c(s3)CCCC4)CC2CCO)cc1 (centres undefined) | 97 | 96 | 96 | 97 | 96 | -24 | x | 11 | 11 | 97 | 15
CCOc1cc2[nH]c(=O)n(CCc3ccc(OC)c(OC)c3)c(=O)c2cc1OCC | 106 | 106 | 104 | 102 | 102 | -4 | -9 | -7 | 34 | 104 | 22
CCOP(=O)(OCC)C(NC(=O)Nc1ccc(Cl)cc1)C(N)=O (centres undefined) | 98 | 103 | 100 | 96 | 98 | -13 | 9 | 14 | 3 | 99 | 8
CN(C)CCCN(C(=O)CCOc1ccccc1)c1nc2c(F)cccc2s1 | 105 | 96 | 100 | 100 | 92 | -21 | 1 | 23 | 19 | 101 | 16
COc1ccccc1/C=N/NC(=O)Cn1cnc([N+](=O)[O-])n1 | 96 | 101 | 97 | 99 | 97 | -17 | -15 | 6 | 10 | 98 | 13
Cc1nn(Cc2ccccc2Cl)c(Cl)c1/C=C/C(=O)OCC(=O)NC(N)=O | 98 | 99 | 100 | 98 | 97 | -18 | -56 | -8 | 17 | 98 | 35
O=C(c1ccccc1)N1CC(COc2ccccc2)OC(c2cccnc2)O1 (centres undefined) | 96 | 100 | 103 | 100 | 98 | 1 | -11 | 18 | 33 | 100 | 24
O=C(Nc1nc(-c2cccs2)c(C(=O)C(F)(F)F)s1)c1ccccc1 | 99 | 102 | 102 | 100 | 97 | 19 | x | -1 | x | 97 | 19
O=c1c2oc3ccccc3c2[nH]c(=S)n1-c1ccc(F)cc1 | 99 | 109 | 98 | 97 | 96 | -45 | -5 | 37 | 4 | 98 | 20
CCCNCc1cc(OC)c(OCc2ccccc2)cc1Br | 97 | 90 | 93 | 98 | 94 | 8 | 0 | 8 | 10 | 95 | 7
O=C(NCCc1ccncc1)Nc1ccccc1 | 93 | 103 | 100 | 99 | 100 | -11 | x | -3 | 24 | 98 | 24
Nc1nc(CN2CCN(Cc3ccccc3)CC2)nc(Nc2ccccc2)n1 | 104 | 104 | 103 | 102 | 100 | -1 | x | 7 | 38 | 102 | 17
COC(=O)CSc1nc2sc(C)c(C)c2c(=O)n1C | 102 | 98 | 98 | 101 | 96 | 1 | 16 | 1 | 11 | 101 | 7
CCOC(=O)c1cc(NC(=O)COc2ccc([N+](=O)[O-])cc2)cc(C(=O)OCC)c1 | 99 | 110 | 103 | 98 | 100 | -8 | x | -13 | 0 | 103 | 7
COc1ccc(CNc2ncnc3cc(Cl)ccc23)cc1 | 98 | 97 | 97 | 95 | 95 | -6 | -7 | 12 | 4 | 97 | 11
Cc1ccc(Cl)cc1Nc1nc(-c2sc(NC(=O)c3ccccc3)nc2C)cs1 | 100 | 98 | 100 | 96 | 98 | 100* | x | 106* | 4 | 99 | 22
C=CCO/N=C(/C)c1c(O)c(CC)c(-c2ccccc2)n(-c2ccccc2)c1=O | 99 | 104 | 102 | 99 | 100 | -8 | 22 | 11 | 7 | 102 | 15
CC1(c2ccccc2)NC(=S)N2C1NC(=S)N2c1ccccc1 (centres undefined) | 100 | 108 | 106 | 102 | 101 | -26 | x | 17 | 10 | 103 | 13
Cc1[nH]nc(Nc2ccccc2)c1[N+](=O)[O-] | 102 | 99 | 99 | 100 | 97 | -16 | x | 13 | 17 | 101 | 12
C=CCSC1=NN2CCS(=O)(=O)N=C2S1 | 109 | 100 | 104 | 101 | 97 | -15 | -9 | 21 | 10 | 100 | 15
O=C(CNC(=O)c1cccs1)N/N=C/c1c[nH]c2ccccc12 | 100 | 94 | 94 | 95 | 91 | -18 | x | -2 | -1 | 96 | 8
COc1ccccc1-c1c(C)c(C)nc(N)c1C#N | 97 | 92 | 97 | 94 | 94 | 2 | x | 8 | 8 | 95 | 15
CC(=O)Oc1c2occc2cc2ccc(=O)oc12 | 101 | 99 | 98 | 97 | 97 | -92 | x | 4 | 8 | 101 | 44
Cc1ccc(Cn2cccc2C2=NC(C)CO2)cc1 (centres undefined) | 99 | 96 | 96 | 98 | 97 | -8 | x | 14 | 2 | 98 | 38
CCn1c(SCC(N)=O)nnc1-c1ccc2[nH]c(C)c(C)c2c1 | 99 | 101 | 98 | 100 | 97 | -3 | x | 16 | 15 | 99 | 36
Cn1c(=O)c2c(nc(NCCCO)n2Cc2cccc(C(F)(F)F)c2)n(C)c1=O | 99 | 105 | 105 | 103 | 101 | -5 | x | -9 | 1 | 101 | 36
S=C(Nc1cccc(Br)c1)N1CCn2cccc2C1c1cccnc1 (centres undefined) | 103 | 100 | 96 | 97 | 95 | -31 | -28 | 18 | 10 | 100 | 15
CN(C)c1ccc(NC2=C(Cl)C(=O)c3ccccc3C2=O)cc1 | 93 | 98 | 95 | 94 | 93 | -45 | -18 | 100* | 4 | 94 | 3
COc1ccc(C(OCC2CO2)c2ccc(OC)cc2)cc1 (centres undefined) | 96 | 92 | 97 | 95 | 95 | -10 | x | 13 | 14 | 95 | 15
CCC(C(=O)c1ccc2ncccc2c1)c1ccccc1 (centres undefined) | 99 | 104 | 101 | 102 | 101 | -12 | -21 | 6 | 11 | 100 | 21
COC(=O)c1nnn(CC(=O)Nc2cccc(Cl)c2C)c1C(=O)OC | 101 | 106 | 104 | 101 | 100 | -2 | x | -14 | 4 | 103 | 51
Cc1ccc(-c2noc(CN(C(=O)C34CC5CC(CC(C5)C3)C4)C(C)C)n2)cc1 | 105 | 105 | 104 | 105 | 99 | -4 | x | 22 | 16 | 105 | 21
Cc1nc2c3ccccc3n(CCN3CCCCC3)c2s1 | 101 | 108 | 105 | 105 | 100 | -1 | x | -8 | 11 | 104 | 10
CCc1nnc(SCC(=O)Nc2ccccc2)nc1CC | 98 | 98 | 98 | 97 | 96 | 8 | x | -13 | 6 | 99 | 4
O=C(Nc1nnc(SCC(=O)N2CCCCC2)s1)c1cccs1 | 99 | 106 | 107 | 98 | 101 | -73 | x | 23 | 23 | 104 | 10
Cc1cccc(N(C)C(=O)c2cc3cc4ccc(C)cc4nc3o2)c1 | 98 | 102 | 99 | 101 | 97 | -24 | x | 24 | 14 | 100 | 24
CC(=O)c1cccc(NC(=O)c2ccc(N(Cc3ccccc3)S(C)(=O)=O)cc2)c1 | 96 | 102 | 101 | 97 | 97 | -20 | -16 | -20 | 6 | 101 | 40
COc1cccc(N(C(=O)CNC(=O)c2ccco2)C(C(=O)NC2CCCC2)c2ccncc2)c1 (centres undefined) | 99 | 99 | 102 | 98 | 94 | -9 | -11 | -2 | 2 | 98 | 26
Cn1c(N)c(C(=O)c2cc(-c3ccccc3)nc3ccccc23)c(=O)n(C)c1=O | 103 | 104 | 102 | 104 | 100 | -17 | -17 | 15 | 6 | 104 | 37
COc1cc(OC)cc(C(=O)N[C@H](C(=O)OCC(=O)NC(=O)NC(C)(C)C)C(C)C)c1 | 91 | 97 | 94 | 95 | 94 | -2 | -4 | -14 | 11 | 94 | 12
O=C(Nc1ccc(C(F)(F)F)cc1)C1(c2ccccc2)CC1 | 97 | 98 | 97 | 98 | 99 | -16 | 11 | 19 | 8 | 98 | 18
CCN1C(=O)/C(=C\N2CCN(c3ccc(F)cc3)CC2)SC1=S | 103 | 102 | 100 | 96 | 96 | -30 | x | -7 | 10 | 100 | 6
COC(=O)CCC(=O)Nc1ccccc1C(N)=O | 103 | 102 | 101 | 100 | 99 | 1 | x | 4 | 35 | 101 | 47
CCOC(=O)c1nn(-c2ccc(C)cc2)c2nc(Nc3ccccc3)cc(=O)n12 | 103 | 107 | 106 | 104 | 101 | 22 | x | 3 | 33 | 104 | 11
N/C(=N\OC(=O)C12CC3CC(CC(C3)C1)C2)c1cccnc1 | 102 | 101 | 101 | 99 | 98 | -13 | x | 11 | 10 | 102 | 21
Cc1cccc(CN2CCN(C(=O)c3ccccc3F)CC2)c1 | 100 | 107 | 105 | 106 | 101 | 49 | -13 | 24 | 25 | 102 | 33
OCC1(CCc2ccccc2)CCN(Cc2cc(Cl)ccc2O)CC1 | 96 | 98 | 95 | 93 | 93 | -41 | x | 5 | 11 | 94 | 24
O=c1n(-c2ccccc2)c(=O)n2n1CC(O)C2 | 103 | 101 | 101 | 102 | 97 | -7 | -2 | 5 | 6 | 99 | 20
O/N=C(\c1ccc(Cl)cc1)c1ncc(C(F)(F)F)cc1Cl | 97 | 101 | 99 | 97 | 95 | 2 | x | -2 | 22 | 99 | 10
CSc1nnc(-c2ccccc2)o1 | 104 | 109 | 103 | 100 | 99 | -18 | -29 | -7 | 14 | 102 | 37
O=C(NCc1cccnc1)c1ccc(-c2cccc(Cl)c2Cl)o1 | u | u | u | u | u | -6 | 14 | 9 | 6 | u | 9
CC1CCN(CCCNC(=O)c2ccc(CSCc3cccc(Cl)c3)o2)CC1 | 103 | 99 | 99 | 98 | 96 | -22 | x | 5 | 15 | 99 | 24
CCN(CC)C(=O)c1c(C)[nH]c(=S)c(C#N)c1-c1ccco1 | 95 | 95 | 97 | 96 | 95 | -83 | -13 | 59* | 12 | 93 | 14
COc1ccc(NC(=O)c2noc3c2CCCCC3)cc1 | 108 | 104 | 105 | 106 | 97 | -25 | 9 | 7 | 5 | 103 | 10
c1ccc2c(c1)[nH]c1c(N3CCCC3)ncnc12 | 102 | 103 | 100 | 101 | 100 | -30 | -25 | 6 | 30 | 103 | 23
Cc1cc(N2CCCCC2)n2nc(C)c(-c3ccccc3)c2n1 | 101 | 101 | 101 | 98 | 96 | -26 | 18 | -5 | 10 | 101 | 34
Cc1nn(Cc2ccccc2)c(C)c1NC(=O)c1cc(-c2cccs2)on1 | 104 | 106 | 105 | 102 | 99 | -21 | x | -17 | 21 | 104 | 10
Cc1nn(C(=O)c2cccs2)c(C)c1CN1C(=O)c2ccccc2C1=O | 98 | 96 | 95 | 96 | 96 | -10 | 11 | 13 | 7 | 96 | 40
S=C(NCc1ccccc1)NCc1ccc(CNC(=S)NCc2ccccc2)cc1 | 95 | 101 | 98 | 94 | 94 | -3 | x | 16 | 2 | 95 | 11

This is a random part of the collection, and some 3% of all compounds hit somewhere here.
